# Wee1 stabilizer – inhibitors of human Wee1 degradation | P30291 | HeLa Luc-Wee1K328M stability, luciferase luminescence; 100% = proteasome inhibitor MG132 effect | reporter increase, % at 5 µM | 220,000 tested, 1.2% active;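 active means activation above the mean of all tested compounds plus 3 SD, set per screening run, cut at about 8.8% in these data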;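 further: cells exposed to compound for 20 h before luminescence read; 0% = DMSO alone and 100% = MG132 at 30 µM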
# PERK inhibitor – inhibitors of human PERK kinase | inhibition, % at 5.6 µM | Q9NZJ5 | 220,000 tested, 0.17% active | CHO PERK-DD fusion, SEAP luminescence translation reporter | AID 1416;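 active means inhibition above the mean inhibition of all tested compounds plus 3 SD, set separately per screening campaign, cut at about 2.9% in these data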;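 further: PERK kinase domain activated by AP20187 dimerizer at 100 nM; 0% = DMSO with dimerizer and 100% = rapamycin at 8.4 µM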
# Target sequence (Q9NZJ5 whole entry, looked up, the tested form may be a part): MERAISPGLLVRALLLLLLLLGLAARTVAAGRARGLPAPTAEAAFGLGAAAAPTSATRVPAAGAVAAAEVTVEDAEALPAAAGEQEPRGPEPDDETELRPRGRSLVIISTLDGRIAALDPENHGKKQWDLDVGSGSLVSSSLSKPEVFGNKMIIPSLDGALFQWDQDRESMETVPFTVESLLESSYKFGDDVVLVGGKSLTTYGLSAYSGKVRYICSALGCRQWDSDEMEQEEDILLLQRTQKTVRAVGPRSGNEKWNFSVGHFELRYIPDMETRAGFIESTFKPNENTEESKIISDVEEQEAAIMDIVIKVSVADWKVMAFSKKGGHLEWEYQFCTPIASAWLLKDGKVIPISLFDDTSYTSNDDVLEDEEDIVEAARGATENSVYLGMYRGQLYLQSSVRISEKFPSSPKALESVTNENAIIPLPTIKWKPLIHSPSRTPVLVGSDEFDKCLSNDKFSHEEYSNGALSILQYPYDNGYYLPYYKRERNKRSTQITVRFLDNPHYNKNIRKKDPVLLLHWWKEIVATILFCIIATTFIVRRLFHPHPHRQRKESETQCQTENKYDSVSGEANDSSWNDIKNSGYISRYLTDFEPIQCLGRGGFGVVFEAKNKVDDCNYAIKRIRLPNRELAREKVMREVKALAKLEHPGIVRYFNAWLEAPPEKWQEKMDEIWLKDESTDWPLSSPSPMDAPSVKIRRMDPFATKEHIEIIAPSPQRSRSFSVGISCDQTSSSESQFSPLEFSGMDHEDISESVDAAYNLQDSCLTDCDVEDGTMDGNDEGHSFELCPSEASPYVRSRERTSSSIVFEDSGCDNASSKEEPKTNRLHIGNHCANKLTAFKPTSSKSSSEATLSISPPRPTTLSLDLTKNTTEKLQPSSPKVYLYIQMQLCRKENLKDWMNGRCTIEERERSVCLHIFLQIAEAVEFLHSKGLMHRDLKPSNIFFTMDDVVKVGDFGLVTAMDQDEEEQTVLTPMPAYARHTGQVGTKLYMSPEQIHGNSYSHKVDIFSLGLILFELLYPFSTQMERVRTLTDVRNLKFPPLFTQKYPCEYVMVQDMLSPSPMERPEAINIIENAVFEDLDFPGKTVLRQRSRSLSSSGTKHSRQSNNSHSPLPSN
# BaF3 tox – parental Ba/F3 viability inhibition as JAK2V617F counter-screen. CellTiter-Glo ATP luminescence. inhibition, % at 5.6 µM. 220,000 tested, 1.1% active;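 active means inhibition above a per-campaign cutoff, the mean inhibition of all tested compounds plus 3 SD, cut at about 27% in these data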;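 further: 0% = DMSO wells and 100% = JAK Inhibitor I control wells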
# eIF4E-4G inh – eIF4E/eIF4G interaction inhibition in translation initiation; TR-FRET eIF4E-eIF4GI(517-606) binding, 2 h; inhibition, % at 21.7 µM; 220,000 tested, 0.37% active; AID 782;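 active means inhibition above about 30%, limit read from the data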;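 further: 0% = full FRET control wells and 100% = background wells lacking eIF4GI fragment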
# S1P4 ag – activates the human S1P4 receptor. O95977. S1P4-expressing cell line, agonist reporter assay. activation, % at 4.98 µM. 220,000 tested, 0.35% active. AID 1509; in the data active means activation above about 11%;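 further: 0% = DMSO vehicle and 100% = reference agonist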
# S1P4 antag – antagonists of human S1P4 receptor; S1P4-expressing cells, antagonist mode, reporter read-out; inhibition, % at 4.98 µM; 220,000 tested, 0.26% active; AID 1510; in the data active means inhibition above about 29%;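 further: 0% = wells stimulated with agonist and 100% = vehicle wells without agonist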
# Ba/F3 V617F tox – lowers viability of Ba/F3 cells expressing EpoR and JAK2V617F; ATP luminescence; inhibition, % at 5.6 µM; 220,000 tested, 1.1% active; AID 1446;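 active means inhibition above the campaign mean plus 3 SD over all tested compounds, cut at about 24% in these data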;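 further: cytokine-independent growth of Ba/F3 cells driven by EpoR plus mutant JAK2; 0% = DMSO-treated cells and 100% = JAK inhibitor I control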
# NPY-Y2 PAM-ag – potentiates or activates human NPY-Y2 receptor; cells expressing NPY-Y2, potentiator/agonist read-out; 220,000 tested, 0.45% active; activation, % at 3.6 µM; AID 1359; in the data active means activation above about 27%;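 further: cells stimulated with NPY near EC25 plus isoproterenol at EC100; 0% = vehicle plus submaximal agonist and 100% = vehicle plus saturating agonist; some results beyond the cut were filed as inactive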
# MDM2 E3 inh – Mdm2 E3 ligase (human) inhibition; 210,000 tested, 0.11% active; cell-based MDM2 ubiquitination luciferase reporter, 2 h; 0 = plate control, 100 = twice control, blank-subtracted; AID 1230; Q00987; signal enhancement, % at 5 µM;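 active means signal enhancement of 30% or more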;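 further: luminescence tracks abundance of the self-degrading MDM2-luciferase fusion protein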
#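 test system = mammalian cells stably expressing self-ubiquitinating, self-degrading MDM2 E3–luciferase fusion | quantity = 2000 cells/well | incubation = cell settling 4 h, compound treatment 2 h, both 37 °C | signal = luminescence with SteadyLite reagent, 15 min at room temperature | evaluation = % enhancement relative to plate controls after blank subtraction | benchmarks = plate controls and plate blanks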
# * = called active by the depositor; . = not tested or not shown; [ ] = dose if it differs, or a comment. Rows are unselected. About 4.1% of those tested had a hit in this group.
SMILES,Wee1 stabilizer,PERK inhibitor,BaF3 tox,eIF4E-4G inh,S1P4 ag,S1P4 antag,Ba/F3 V617F tox,NPY-Y2 PAM-ag,MDM2 E3 inh
CCCCN(C)CCC(=O)Nc1ccc(Cl)cc1,-1,-0.1,6,2,-2.0,5,3,8,-6
O=C(CNC(=O)c1cccs1)NCC(=O)OCc1ccccc1Br,-2,1.4,10,0,0.7,-13,3,-13,-12
Cc1ccc(C)n1-c1sc2c(c1C#N)CCC(C)C2 (centres undefined),2,0.4,5,-2,1.3,-11,1,-7,-6
Nc1nc2nccc(-c3cccnc3)n2n1,1,0.6,6,5,-1.6,-6,3,-7,-2
Cc1ccc(C(c2nnnn2CS(=O)(=O)c2ccc(C)cc2)N2CCN(c3ncccn3)CC2)cc1 (centres undefined),-1,1.0,3,5,-2.7,-18,-2,0,4
O=C(CCSc1nc(-c2ccc3c(c2)OCO3)cc(C(F)(F)F)n1)NCc1ccco1,-1,0.6,4,-4,2.1,-2,-2,-9,1
NC(=O)C1CCN(C(c2ccccc2Cl)c2nnnn2CC2CCCO2)CC1 (centres undefined),-1,1.1,3,-4,-3.1,2,3,1,-5
Cc1nn(CCC(=O)O)c2nc(-c3cccnc3)cc(C(F)(F)F)c12,-3,-0.1,3,11,0.2,-156,-2,3,14
CCCc1oc(C(=O)O)cc1CN,3,2.2,6,8[fluorescence artefact?],1.1,0,2,-2,-5
CC1=CS(=O)(=O)CC1SC(=S)N(C)C1CCS(=O)(=O)C1 (centres undefined),-2,0.5,1,0,-0.6,6,-1,0,-7
CO/N=C/NC(=O)c1c(OC)ccnc1Oc1ccc(F)cc1,0,0.5,3,1,-1.3,2,5,-2,2
CCOC(=O)C1=C(CN2CCN(c3ccc(F)cc3)CC2)NC(=O)NC1c1cccs1 (centres undefined),1,-0.3,0,-2,-3.8,-1,-5,3,-16
CSc1ccc(S(=O)(=O)Nc2ccc(NC(C)=O)cc2)cc1,1,0.7,6,2,-1.0,-13,3,3,3
O=c1[nH]c(=O)n(Cc2ccccc2)c2nc(-c3ccc(Oc4ccc(F)cc4)c([N+](=O)[O-])c3)n(CCO)c12,1,-1.4,8,-4,7.8,-21,7,24,-8
COc1ccc(Cn2c(S(=O)(=O)CC(N)=O)nc3ccccc32)cc1[N+](=O)[O-],2,-0.3,2,2,0.4,5,3,-16,-13
O=C(CCC1CCCN(C(=O)c2ccoc2)C1)NCc1ccc(F)c(F)c1 (centres undefined),-2,-0.3,1,0,5.7,-16,-6,3,3
COc1cc(CC(=O)OCC(=O)c2ccc3c(c2)OCCO3)cc(OC)c1OC,2,-1.6,79*,8,0.3,1,72*,-22,-1
CCCn1c(C)cc(C(=O)COC(=O)c2ccc[nH]c2=O)c1C,1,0.0,8,-5[fluorescence artefact?],-0.1,-3,0,1,-54
c1ccc(CN2CCN(c3ncnc4c3[nH]c3ccccc34)CC2)cc1,-3,0.9,8,.,1.7,-23,-1,-22,-32
O=C(Nc1ccc(F)cc1)c1ccc(S(=O)(=O)NCC2CCCO2)cc1 (centres undefined),-2,-0.9,2,2,2.0,-13,-2,12,0
CCCCn1c(NCc2ccc3c(c2)OCO3)nc2ccccc21,-1,-0.9,5,-2,0.2,6,4,-1,1
COc1ccc(/C=N/NC(=O)CCn2cnc(-c3ccccc3)c2-c2ccccc2)cc1OC,11*,-0.6,63*,0[fluorescence artefact?],-3.5,-15,58*,-14,-13
COc1ccc(NS(=O)(=O)c2ccc(NC(=O)C(C)(C(F)(F)F)C(F)(F)F)cc2)nn1,3,1.3,4,11,0.2,-9,-1,17,-11
O=c1[nH]c2ccc(Cl)cc2c(-c2ccccc2)c1SC(=S)N1CCOCC1,1,-1.4,1,-5[fluorescence artefact?],0.2,-20,-7,4,-9
CCNC(=O)N(C(=O)NCC)n1c(C)nnc1C,-2,0.4,3,-2,2.0,-14,-3,-5,0
Cc1ccc(C)c(Nc2c([N+](=O)[O-])cc(C(=O)N3CC(=O)Nc4ccccc43)cc2[N+](=O)[O-])c1,-1,-0.9,2,-4,-0.1,5,-2,5,-7
C(=N\Nc1ccc(-n2ccnc2)nn1)/c1ccccc1,0,0.8,0,-3,-2.4,-6,-3,5,-16
CCSc1nc2ccccc2n1CC(=O)O,6,0.4,4,1,-1.0,-4,-2,-12,-6
O=C(NCc1ccc2c(c1)OCO2)C1CCN(S(=O)(=O)N2CCCCC2)CC1,-1,-0.4,1,4,0.9,-2,1,-8,5
Cc1ccccc1C(=O)NCc1nnc(SCC(=O)N2CCN(c3ccccc3)CC2)n1C,3,0.4,4,5,0.9,-12,1,1,-22

# Filtered by structure: those above containing a thiophene ring, fused or not.
SMILES,Wee1 stabilizer,PERK inhibitor,BaF3 tox,eIF4E-4G inh,S1P4 ag,S1P4 antag,Ba/F3 V617F tox,NPY-Y2 PAM-ag,MDM2 E3 inh
O=C(CNC(=O)c1cccs1)NCC(=O)OCc1ccccc1Br,-2,1.4,10,0,0.7,-13,3,-13,-12
Cc1ccc(C)n1-c1sc2c(c1C#N)CCC(C)C2 (centres undefined),2,0.4,5,-2,1.3,-11,1,-7,-6
CCOC(=O)C1=C(CN2CCN(c3ccc(F)cc3)CC2)NC(=O)NC1c1cccs1 (centres undefined),1,-0.3,0,-2,-3.8,-1,-5,3,-16

# Later entries:
SMILES,Wee1 stabilizer,PERK inhibitor,BaF3 tox,eIF4E-4G inh,S1P4 ag,S1P4 antag,Ba/F3 V617F tox,NPY-Y2 PAM-ag,MDM2 E3 inh
c1ccc2oc(SCc3cn4ccsc4n3)nc2c1,1,-1.3,0,-1,-0.3,-8,4,-7,-19
COc1cccc(NC(=O)c2ccc(NC(=O)C(C)C)cc2)c1,-1,-0.1,7,4,0.6,-36,5,-19,-8
Cc1cc(C)n(CCN(C)C(=O)CCc2nnc(CCC3CCCCC3)o2)n1,2,-0.5,8,1,1.6,-4,2,-15,-4
CCCCc1n[nH]c(=S)n1Cc1ccc(C)cc1,3,-0.1,1,3,0.5,2,-3,3,-1
O=C1CC(C(=O)Nc2cccc3ccccc23)C2(CCCC2)O1 (centres undefined),5,-0.2,2,1,0.7,1,2,-10,4
CC(C)C12CN3CC(C(C)C)(CN(C1)C3c1ccc3c(c1)OCO3)C2=O (centres undefined),-2,-0.7,6,-3,-0.7,-1,0,-9,-6
CCOc1ccccc1C(=O)NCCCn1ccnc1,-3,0.4,6,7,-1.8,-18,1,-6,27
Cc1ccc(C(=O)NCCc2n[nH]c(=S)n2C)cc1,3,0.6,-1,-5,2.7,-10,-4,10,-8
CC(C)Cc1[nH]c(=O)c(C#N)c2c1CCCC2,2,-0.3,4,3,0.9,-12,-1,-1,-5
O=C(NCCCn1ccnc1)c1cc(-c2ccc(Br)cc2)on1,-1,0.2,-2,-2,-0.6,1,-2,1,-10
CCc1cccc(C)c1NC(=O)CC(C)(C)CC(=O)O,1,0.9,1,6,-1.0,14,-2,-1,-9
Cc1ccc2nc(-c3cccnc3)c(NC3CCCC3)n2c1,0,-0.8,10,-13,-0.8,-2,2,4,-7
CC1=C(C#N)C(=O)NC(=O)/C1=C\c1ccc(-c2ccc(C)cc2[N+](=O)[O-])o1,1,-0.2,4,33*,-0.6,-12,5,-14,-6
COC(=O)c1c(N)n(-c2ccc(NC(C)=O)cc2)c2nc3ccccc3nc12,0,0.3,-1,1,1.8,-39,2,4,-17
O=C(NC(CO)Cc1ccccc1)c1ccccc1 (centres undefined),0,1.4,3,0,0.6,-11,0,17,-6
COc1c(C(=O)NCCSC(C)(C)C)ccc2ccccc12,2,-0.4,6,-23[fluorescence artefact?],-0.1,-12,3,-1,-3
CCCOC(=O)Nc1ccc(C(N)=O)cc1,-3,1.4,-4,-5[fluorescence artefact?],0.3,1,-2,14,-10
Cc1ccc(C(=O)/C=C/c2ccc3c(c2)OCCO3)c(O)c1,5,0.3,0,2,-0.4,22,-3,-5,-11
O=c1c(Cc2ccc(F)cc2)c(O)ccn1Cc1ccc(F)cc1,-2,0.6,7,2,0.6,10,3,-7,-19
CC(=O)Nc1ccc(S(=O)(=O)N2CCN(c3cccc(C)c3C)CC2)cc1,-1,-0.6,8,2,-1.0,5,2,5,-16
c1ccc(C2NCCn3cccc32)cc1 (centres undefined),-1,0.2,1,-3,-0.6,-7,-2,5,-11
O=C(c1ccco1)N1CCN(S(=O)(=O)c2cccs2)CC1,5,1.1,3,0,-0.8,-24,2,14,-9
Cc1c(C(=O)N2CCN(c3ccccc3)CC2)sc2ncnc(N3CCN(c4ccccc4)CC3)c12,-2,0.7,9,.,-1.2,-4,6,-9,.
COc1ccc(CCNC(=O)CS(=O)(=O)c2cn(CC(=O)N3CCOCC3)c3ccccc23)cc1OC,0,0.9,6,-1,-0.6,-6,1,-1,-11
COc1ccc(C(=O)/C=C/C(=O)N(Cc2ccc(F)cc2)C(C(=O)NC2CCCCC2)c2ccncc2)c(O)c1 (centres undefined),-2,-1.1,9,-7,0.4,-24,5,-3,-9
COc1ccc(C2C(C#N)=C(/N=C/N3CCN(C)CC3)OC3=C2C(=O)CC(C)(C)C3)cc1OC (centres undefined),3,0.0,9,2,-1.1,4,1,9,-15
O=C(CSc1ncc(C(F)(F)F)cc1Cl)N1CCN(S(=O)(=O)c2ccc(Cl)cc2)CC1,0,0.5,2,-8,-4.6,-22,-4,0,-3
CCn1cc(CN2CCCC(CNS(=O)(=O)Cc3ccccc3)C2)cn1 (centres undefined),0,1.6,4,0,-0.6,-4,-1,0,-14
CCOC(=O)c1[nH]c(=O)[nH]c1CSc1nc(C)cc(C)n1,2,0.1,-1,-9,1.6,-10,-2,-10,17
Cc1cc(C)n2nc(SCC(N)=O)nc2n1,1,1.7,3,1,0.3,-10,-1,2,-7
COc1ccc(-n2nc3ccccc3n2)cc1,-2,-0.1,3,-1,-0.4,-13,2,-8,-14
Cc1c(NS(=O)(=O)c2ccc3c(c2)OCCO3)cccc1-c1nc2cccnc2s1,-3,-1.2,5,1[fluorescence artefact?],-1.2,2,0,12,-3
O=C(NCCCN1CCCC1=O)C1CCCO1 (centres undefined),0,2.0,6,2,0.6,-1,-1,4,-17
CCOC(=O)c1c(N)sc2c1CCC(CC)C2 (centres undefined),0,0.2,4,8,3.0,12,-4,-15,-16
COc1ccc(CC(=O)NCc2nnc(SCC(=O)Nc3ccc(OC)cc3)n2C)cc1,-1,1.2,5,2,0.0,3,1,-24,-21
Fc1ccc(N2CCN(c3nc(-c4ccco4)cc(C(F)(F)F)n3)CC2)cc1,0,1.4,4,1,0.3,-6,-2,-13,-18
CONC(=O)c1cc(OCC(F)(F)F)ccc1OCC(F)(F)F,1,1.5,3,6,1.8,10,-1,-4,-3
CCOC(=O)C(=CNc1ccc(OC)cc1[N+](=O)[O-])C(=O)OCC,1,-0.7,-7,-2,1.1,1,14,22,-5
CCOC(=O)c1nn(-c2ccccc2)c(=O)c(C#N)c1C,1,-0.1,2,5,3.7,-19,-4,-9,.
Cc1oc2cc3c(C(=O)N4CCN(c5ccccc5)CC4)c(C)oc3cc2c1C(=O)N1CCN(c2ccccc2)CC1,0,0.2,2,.,-4.8,3,-4,15,.
Nc1ccc(NC(=O)c2cccs2)cc1,-2,0.5,2,-4,0.5,0,1,-8,-7
